Source: PubChem (several laboratories)
SKKanGAS inh – inhibitors of SKKanGAS S. pyogenes growth in kanamycin (SK-promoter or general growth effect). inhibition, % at 7.5 µM. 300,000 tested, 1.3% active. AID 1662. BacTiter-Glo, 6 h;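 active = mean replicate score, as percent of positive control median, at least 50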;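 note: strain carries kanamycin resistance gene driven by streptokinase promoter and grows in 40 µg/ml kanamycin; loss of luminescence reflects streptokinase promoter inhibition or plain growth inhibition; 0% = median of DMSO wells and 100% = positive control at its reference dose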
TMEM16A act – activates or potentiates the mouse TMEM16A chloride channel; 340,000 tested, 0.3% active; Q8BHY3; AID 623877; B-score at 10 µM; HEK293 TMEM16A/YFP-H148Q/I152L, iodide quench fluorescence; stronger effect = lower value;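 active = fluorescence-ratio B-score plate-corrected deviation score at least 3 library SD below zero, with starting fluorescence score within 5 deviations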;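 note: channel opened by trigger with iodide after compound preincubation; score built on the fluorescence ratio of max minus min over baseline; more negative score means more quench and so TMEM16A activation or potentiation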
TRPC6 activator – mouse TRPC6 channel activation | Q61143 | HEK293-TRPC6 membrane potential dye fluorescence; stronger effect = higher value | B-score at 10 µM | 310,000 tested, 0.13% active | AID 2550;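 active = B-score of the integrated fluorescence ratio above library mean plus 3 SD, and starting fluorescence ratio within library mean plus 5 SD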;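 note: higher score means more depolarization so channel activation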
Target sequence (Q61143 whole entry, looked up): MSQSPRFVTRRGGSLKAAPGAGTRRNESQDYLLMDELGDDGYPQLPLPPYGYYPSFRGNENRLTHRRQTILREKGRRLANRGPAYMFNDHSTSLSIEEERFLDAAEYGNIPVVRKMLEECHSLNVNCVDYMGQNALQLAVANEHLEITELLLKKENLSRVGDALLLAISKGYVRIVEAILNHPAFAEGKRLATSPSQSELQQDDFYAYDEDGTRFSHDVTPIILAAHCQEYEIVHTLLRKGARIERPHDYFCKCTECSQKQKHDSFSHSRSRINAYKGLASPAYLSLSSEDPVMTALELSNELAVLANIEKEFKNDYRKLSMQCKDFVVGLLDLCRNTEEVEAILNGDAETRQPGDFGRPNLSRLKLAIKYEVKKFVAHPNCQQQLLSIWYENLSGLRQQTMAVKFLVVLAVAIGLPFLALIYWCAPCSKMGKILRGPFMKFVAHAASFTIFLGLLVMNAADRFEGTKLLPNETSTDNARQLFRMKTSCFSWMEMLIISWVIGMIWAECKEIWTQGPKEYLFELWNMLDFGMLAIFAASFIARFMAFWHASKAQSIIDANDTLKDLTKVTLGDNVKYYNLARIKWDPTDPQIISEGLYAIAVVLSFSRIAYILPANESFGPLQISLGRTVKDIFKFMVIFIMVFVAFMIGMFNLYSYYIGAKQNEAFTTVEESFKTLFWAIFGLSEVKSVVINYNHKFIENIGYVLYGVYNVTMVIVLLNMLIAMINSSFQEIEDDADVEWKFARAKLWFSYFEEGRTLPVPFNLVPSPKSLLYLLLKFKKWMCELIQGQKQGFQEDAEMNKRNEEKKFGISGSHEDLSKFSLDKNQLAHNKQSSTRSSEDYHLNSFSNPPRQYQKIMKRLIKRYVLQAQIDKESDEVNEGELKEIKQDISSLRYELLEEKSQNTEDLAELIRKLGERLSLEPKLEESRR
MrgX1 antagonist – blocks BAM8-22 activation of human MrgX1 receptor; Q96LB2; MRGX1-HEK293 calcium flux, Fluo-4, BAM8-22 antagonism; stronger effect = lower value; B-score at 10 µM; 310,000 tested, 1.3% active;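 active = calcium-response B-score plate-corrected more than 3 library SD below zero, starting fluorescence within 5 deviations, no agonist response on first addition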;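 note: peak minus trough fluorescence over baseline after final BAM8-22 challenge near maximal dose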
RGS4 pot – RGS4 potentiation or activation; HEK293 M3R/inducible RGS4, carbachol calcium flux Fluo4; stronger effect = lower value; B-score at 10 µM; 310,000 tested, 0.92% active; AID 463111;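 active = B-score of the integrated calcium signal more than 4 SD below the library mean, with starting fluorescence not abnormally high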;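 note: negative B-score means reduced calcium response which marks RGS4 activation or potentiation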
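Test system: HEK293 cells with stable M3R and inducible RGS4; also added: carbachol at ECmax as muscarinic agonist stimulus; schedule: dye loading 30 min 37 °C, buffer rest 30 min RT; technique: kinetic calcium fluorescence imaging with Fluo4-AM dye, 2 µM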
TRPC6 inh – blocks the mouse TRPC6 cation channel; Q61143; 310,000 tested, 1.1% active; HEK293-TRPC6, membrane potential dye, ACh-evoked depolarization; stronger effect = lower value; B-score at 10 µM; AID 2553;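 active = B-score under library mean minus 3 SD, initial fluorescence not abnormally high, positive integrated signal ratio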;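 note: B-score derived from integrated fluorescence ratio over the kinetic read; more negative B-score means stronger inhibition of depolarization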
TMEM16A inh – inhibitors of mouse TMEM16A calcium-activated chloride channel; Q8BHY3; HEK293 TMEM16A/YFP iodide influx fluorescence, ionomycin; normalized B-score (activity score, 25-100; higher = stronger inhibition) at 10 µM; 310,000 tested, 1.2% active; AID 588511;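 active = ratio plate-corrected score three or more library SD toward inhibition, starting fluorescence score within five deviations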;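 note: score derived from kinetic fluorescence span divided by baseline fluorescence per well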
HDAC3 inh – human HDAC3 inhibition; O15379; recombinant HDAC3, fluorogenic peptide/trypsin coupled, fluorescence; inhibition, % at 8.3 µM; 320,000 tested, 0.15% active; AID 2718; in the data active = inhibition above about 26%, passing the limit was not always enough
MrgX1 ag – agonists of human MrgX1 receptor; Q96LB2; MrgX1-HEK293 cells, Fluo-4 calcium fluorescence, agonist mode; stronger effect = higher value; B-score at 10 µM; 310,000 tested, 0.44% active; AID 588627;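 active = calcium response B-score plate-corrected fluorescence ratio at least 3 library SD, with starting fluorescence B-score inside 5 SD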
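Material: MrgX1-expressing HEK293 cells; input: 15,000 cells per well; doses: test compound given as first of three sequential additions; schedule: overnight plating before 1 h dye loading; technique: Fluo-4 NW calcium-flux fluorescence, kinetic read; evaluation: baseline-normalised fluorescence change ratio, B-scored; control set: plate-wise positive and negative controls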
RGS4 inh – human RGS4 inhibition. B-score at 10 µM. 310,000 tested, 0.45% active. AID 463165. HEK293 M3R/RGS4 inducible, Fluo-4 calcium flux; stronger effect = higher value; triggered by carbachol at its EC20;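 active = B-score, a plate-corrected calcium signal, over three deviations above library mean, with baseline fluorescence within five deviations of library mean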;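 note: RGS4 expression induced by doxycycline in cells with stable M3 receptor; B-score is computed from the integrated fluorescence ratio over baseline after carbachol; higher B-score means a larger calcium signal and so more RGS4 inhibition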
Target sequence (P49798 whole entry, looked up): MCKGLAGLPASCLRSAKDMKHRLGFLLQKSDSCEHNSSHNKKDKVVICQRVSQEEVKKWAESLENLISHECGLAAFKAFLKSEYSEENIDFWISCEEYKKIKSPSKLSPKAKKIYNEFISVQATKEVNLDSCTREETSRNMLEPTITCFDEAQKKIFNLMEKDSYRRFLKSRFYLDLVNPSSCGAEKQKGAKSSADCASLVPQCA
MrgX1 allo act – allosterically activates human MrgX1 receptor signaling; Q96LB2; MrgX1-HEK293, Fluo-4 calcium flux, FDSS; stronger effect = higher value; B-score at 10 µM; 310,000 tested, 0.63% active;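 active = plate-corrected calcium response at least 3 library SD above typical, normal starting fluorescence, not activating the receptor alone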;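 note: compound read alongside a low EC10 to EC30 dose of BAM8-22 agonist; peak minus trough fluorescence over baseline measured at the second addition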
The depositor's hits bear a star; i = inactive; . = not tested or not shown.

# | structure | SKKanGAS inh | TMEM16A act | TRPC6 activator | MrgX1 antagonist | RGS4 pot | TRPC6 inh
1 | CCN1CCN(c2nc(C)c3c(n2)CC(C)CC3=O)CC1 (stereo unspecified) | 10 | i | i | i | i | i
2 | CCOC(=O)N1CCC(NC(=O)C2CCCN(C(=O)c3cc4sccc4n3C)C2)CC1 (stereo unspecified) | -2 | i | i | i | i | i
3 | CCn1nc(NC(=O)c2ccccc2)c2cc3cccc(C)c3nc21 | 14 | i | i | i | i | i
4 | CC(=O)NN1C(=O)c2ccc(Oc3ccc4c(c3)C(=O)N(NC(C)=O)C4=O)cc2C1=O | 12 | . | i | i | i | i
5 | OC1CCCN(Cc2cccc3ccccc23)C1 (stereo unspecified) | . | i | . | i | . | .
6 | N/C(Cc1ccc(Cl)cc1)=N\OC(=O)c1ccccc1 | 23 | i | i | i | i | i
7 | O=C(NNC(=O)C1CCN(S(=O)(=O)c2cccc(Cl)c2)CC1)C1CC1 | -3 | i | i | i | i | i
8 | Cc1nc2ccccn2c1C(=O)NNC(=O)Nc1ccccc1 | 38 | i | i | i | i | i
9 | COc1ccc(CN(C(=O)Cc2cccs2)C(C(=O)NC2CCCC2)c2ccncc2)cc1 (stereo unspecified) | -6 | i | i | i | i | i
10 | CCCN1CCCc2cc(CN)ccc21 | -11 | i | i | i | i | i
11 | COc1ccc(NC(=O)C2CCCO2)cc1 (stereo unspecified) | -1 | i | i | i | i | i
12 | CC(O)[C@@H](NC(=O)C1CCC(CNC(=O)[C@H](Cc2ccccc2)NC(=O)OC(C)(C)C)CC1)C(=O)O (stereo partly specified) | 3 | . | i | i | i | i

# | TMEM16A inh | HDAC3 inh | MrgX1 ag | RGS4 inh | MrgX1 allo act
1 | i | 7 | i | i | 8*
2 | i | 5 | i | i | i
3 | i | -9 | i | i | i
4 | i | -4 | i | i | i
5 | i | 3 | i | . | i
6 | i | 6 | i | i | i
7 | i | -1 | i | i | i
8 | i | 6 | i | i | i
9 | i | -2 | i | i | i
10 | i | 1 | i | i | i
11 | i | -13 | i | i | i
12 | i | -4 | i | i | i

Following part
# | structure | SKKanGAS inh | TMEM16A act | TRPC6 activator | MrgX1 antagonist | RGS4 pot | TRPC6 inh
13 | COc1nc(OCCNC(=O)Nc2ccccc2)nc(N(C)C)n1 | 5 | i | i | i | i | i
14 | CCN(Cc1ccccc1)C(=O)CCc1nc(CN2CCN(C(=O)c3ccc([N+](=O)[O-])cc3)CC2)no1 | -1 | i | i | i | i | i
15 | O=C(CN1CCN(Cc2ccccc2Cl)C1=O)NCCCN1CCOCC1 | 2 | i | i | i | i | i
16 | O=C(CN1C(=O)COc2ccccc21)NCCCN1CCN(Cc2ccccc2)CC1 | 0 | i | i | i | i | i
17 | CCOC(=O)CC1=C(C(=O)OCC)C(c2cccnc2)C(C#N)=C(N)O1 (stereo unspecified) | -11 | i | i | i | i | i
18 | COc1ccc(N(CC(=O)N2CCN(Cc3ccccc3)CC2)S(C)(=O)=O)c(OC)c1 | 1 | i | i | i | i | i
19 | COc1ccc2c(CC(=O)NCCN3C(=O)S/C(=C\c4cccnc4)C3=O)coc2c1 | -1 | i | i | i | i | i
20 | CCOC(=O)c1cnc(-c2ccccc2)nc1Oc1ccc(Cl)c(Cl)c1 | 2 | i | i | i | i | i
21 | CCC1C(=O)C(CC)C(c2ccccc2)NC1c1ccccc1 (stereo unspecified) | 11 | i | i | i | i | i
22 | O=C(OCCn1cncn1)c1cc2ccccc2oc1=O | 2 | i | i | i | i | i
23 | O=c1c(Cl)nc2cc(Cl)ccc2n1CCNc1ncc(C(F)(F)F)cc1Cl | -1 | i | i | i | i | i
24 | COc1ccc(-c2ccc(OC(=O)NC3CCS(=O)(=O)C3)cc2)cc1 (stereo unspecified) | 0 | i | i | i | i | i

# | TMEM16A inh | HDAC3 inh | MrgX1 ag | RGS4 inh | MrgX1 allo act
13 | i | -5 | i | i | i
14 | i | 3 | i | i | i
15 | i | -2 | i | i | i
16 | i | 6 | i | i | i
17 | i | 0 | i | i | i
18 | i | 1 | i | i | i
19 | i | 0 | i | i | i
20 | i | -10 | i | i | i
21 | i | 6 | i | i | i
22 | i | 2 | i | i | i
23 | i | 1 | i | i | i
24 | i | 1 | i | i | i

Continued.
# | structure | SKKanGAS inh | TMEM16A act | TRPC6 activator | MrgX1 antagonist | RGS4 pot | TRPC6 inh
25 | Cc1ccc(S(=O)(=O)/N=C(/NC(=S)Nc2ccccc2)c2ccccc2)cc1 | 2 | i | i | i | i | i
26 | O=C(Nc1c2c(nn1-c1ccc(F)cc1)CS(=O)(=O)C2)C12CC3CC(CC(C3)C1)C2 | -3 | i | i | i | i | i
27 | CCn1c2ccc(/C(C)=N\O)cc2c2cc(/C(C)=N\O)ccc21 | -1 | i | i | i | i | i
28 | Cc1cc(=O)[nH]c(Cc2ccc(OC(C)C)cc2)n1 | 0 | i | i | i | i | i
29 | O=C(Cn1ncc2c([nH]c3ccccc32)c1=O)N1CCOCC1 | 7 | i | i | i | i | i
30 | CCN(CC)C(=O)c1cnn(-c2ccccc2)c1NC(=O)c1cccs1 | 1 | i | i | i | i | i
31 | COc1ccc(C(C#N)N2N=C(C)CC2(C)C)cc1OC (stereo unspecified) | 0 | i | i | i | i | i
32 | COc1ccccc1N1CCN(CCCC(=O)c2ccc(F)cc2)CC1 | -5 | i | i | i | i | i
33 | COc1ccc(NC(=O)C2CCC(CNc3c(N4CCCCC4)c(=O)c3=O)CC2)c(OC)c1 (stereo unspecified) | 1 | i | i | i | i | i
34 | c1ccc(CCc2ccccc2-c2nc(-c3ccccn3)no2)cc1 | 11 | i | i | i | i | i
35 | COc1ccc(C(=O)Nc2ccccc2N2CCOCC2)cc1[N+](=O)[O-] | 2 | i | i | i | i | i
36 | O=C(CSc1nnc(Nc2ccccc2F)s1)c1cc2ccccc2o1 | 7 | i | i | i | i | i

# | TMEM16A inh | HDAC3 inh | MrgX1 ag | RGS4 inh | MrgX1 allo act
25 | i | 2 | i | i | i
26 | i | -4 | i | i | i
27 | i | 2 | i | i | i
28 | i | -4 | i | i | i
29 | i | 0 | i | i | i
30 | i | -2 | i | i | i
31 | i | 5 | i | i | i
32 | i | 5 | i | i | i
33 | i | 2 | i | i | i
34 | i | 0 | i | i | i
35 | i | 2 | i | i | i
36 | i | 8 | i | i | i

Other records
# | structure | SKKanGAS inh | TMEM16A act | TRPC6 activator | MrgX1 antagonist | RGS4 pot | TRPC6 inh
37 | CCOC(=O)C1CCN(S(=O)(=O)c2ccccc2[N+](=O)[O-])CC1 | 1 | i | i | i | i | i
38 | O=C1OC(c2ccc3c(c2)OCO3)N(C(=O)c2ccc(Cl)c(Cl)c2)c2ccccc21 (stereo unspecified) | 0 | i | i | i | i | i
39 | COC(=O)COc1cc(C)cc2oc(=O)c(CC(=O)OC)c(C)c12 | -1 | i | i | i | i | i
40 | NC(=O)c1sc2nc(-c3cccnc3)ccc2c1N | 0 | i | i | i | i | i
41 | CN(C)S(=O)(=O)N1CCN(c2ccc([N+](=O)[O-])cc2)CC1 | -6 | i | i | i | i | i
42 | CCCNC(=O)c1ccc(OC)cc1OC | -6 | i | i | i | i | i
43 | O=C(CC1(C(F)(F)F)OCCO1)Nc1ccc2c(c1)OCO2 | -2 | i | i | i | i | i
44 | O=C(Nc1cccc2c1C(=O)NC2=O)c1ccc(S(=O)(=O)N2CCCC2)cc1 | . | i | . | i | . | .
45 | COCCn1c(C)cc(C(=O)COC(=O)c2cncc(Br)c2)c1C | 9 | i | i | i | i | i
46 | CCOc1ccc(Nc2nnc(SCc3nc4ccccc4c(=O)[nH]3)s2)cc1 | -11 | i | i | i | i | i
47 | Cc1ccc(S(=O)(=O)NCC(=O)NCC(=O)OC(C(=O)NC(N)=O)C(C)C)cc1C (stereo unspecified) | -6 | i | i | i | i | i
48 | O=C(O)/C(=C\c1ccc(Br)cc1)c1ccc(S(=O)(=O)N2CCCCC2)s1 | 19 | i | i | i | i | i

# | TMEM16A inh | HDAC3 inh | MrgX1 ag | RGS4 inh | MrgX1 allo act
37 | i | 4 | i | i | i
38 | i | -2 | i | i | i
39 | i | -31 | i | i | i
40 | i | 1 | i | i | i
41 | i | 2 | i | i | i
42 | i | -3 | i | i | i
43 | i | -4 | i | i | i
44 | i | 22 | i | . | i
45 | i | 7 | i | i | i
46 | i | 4 | i | i | i
47 | i | -7 | i | i | i
48 | i | 5 | i | i | i

Entries of single compounds, quoted from the list. Order of screens: SKKanGAS inh	TMEM16A act	TRPC6 activator	MrgX1 antagonist	RGS4 pot	TRPC6 inh	TMEM16A inh	HDAC3 inh	MrgX1 ag	RGS4 inh	MrgX1 allo act
CCn1nc(NC(=O)c2ccccc2)c2cc3cccc(C)c3nc21 across the screens: 14	i	i	i	i	i	i	-9	i	i	i
COc1nc(OCCNC(=O)Nc2ccccc2)nc(N(C)C)n1 across the screens: 5	i	i	i	i	i	i	-5	i	i	i

Back to the main list with the 3 entries that preceded the break.
# | structure | SKKanGAS inh | TMEM16A act | TRPC6 activator | MrgX1 antagonist | RGS4 pot | TRPC6 inh
46 | CCOc1ccc(Nc2nnc(SCc3nc4ccccc4c(=O)[nH]3)s2)cc1 | -11 | i | i | i | i | i
47 | Cc1ccc(S(=O)(=O)NCC(=O)NCC(=O)OC(C(=O)NC(N)=O)C(C)C)cc1C (stereo unspecified) | -6 | i | i | i | i | i
48 | O=C(O)/C(=C\c1ccc(Br)cc1)c1ccc(S(=O)(=O)N2CCCCC2)s1 | 19 | i | i | i | i | i
49 | CCCc1nnc(-c2cc(OC)c(OC)c(OC)c2)o1 | 1 | i | i | i | i | i
50 | Cn1c(=O)[nH]c(=O)c2c1ncn2CCN1CCOCC1 | -1 | i | i | i | i | i
51 | O=C(Nc1nncs1)c1ccc2c(c1)OCO2 | -11 | i | i | i | i | i
52 | Clc1ccc(Nc2nc3cccnc3s2)cc1 | -7 | i | i | i | i | i

# | TMEM16A inh | HDAC3 inh | MrgX1 ag | RGS4 inh | MrgX1 allo act
46 | i | 4 | i | i | i
47 | i | -7 | i | i | i
48 | i | 5 | i | i | i
49 | i | -1 | i | i | i
50 | i | -1 | i | i | i
51 | i | -4 | i | i | i
52 | i | 1 | i | i | i

This is a random part of the collection, and some 6.7% of all compounds hit somewhere here.
